West Nile antiviral = inhibition of WNV-induced cytopathic effect – cell-based, CPE readout (AID 1621). CPE inhibition, % at 10 µM, or IC50 in µM where a hit was titrated. 290,000 tested, 0.02% active. West Nile virus-infected cells, CPE inhibition; higher % means a stronger effect; in the data active means a potency from the dose series; further: strong numbers were not always called active
CSM14.1 death rescue = rescue of cells from ER stress-induced death, primary screen, 384-well, CSM14.1, thapsigargin, ATP luminescence (AID 1222). cellular ATP content (survival), % at 20 µM, or EC50 in µM where a hit was titrated. CSM14.1 thapsigargin-induced death rescue, ATP luminescence; higher % means a stronger effect. 190,000 tested, under 10 active;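 active means EC50 below 50 µM in the dose-response confirmation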;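 further: death triggered by thapsigargin at about 15 µM added after 2 h compound pretreatment; cell ATP read after overnight thapsigargin exposure of roughly 18 to 22 hours; normalized against plate controls of thapsigargin alone and 5% DMSO vehicle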
PhoP inhibition = inhibitors of PhoP regulon expression, primary screen, Salmonella Typhimurium, GFP reporter (AID 1863). inhibition, % at 50 µM; hits with a dose series show IC50 in µM. 300,000 tested, 0.16% active. S. Typhimurium PhoP-regulated promoter GFP reporter, 4 h; higher % means a stronger effect;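 active means inhibition over 29.93%, a cutoff 3 SD above the screen mean, later confirmed by dose response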;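 further: 0% = low Mg2+ inducing control and 100% = high Mg2+ repressing control; strong numbers were not always called active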
XIAP antagonists = small molecules displacing peptide from XIAP – biochemical, IAP family, fluorescence polarization (AID 1018). XIAP BIR domain, fluorescence polarization peptide displacement; higher % means a stronger effect. 200,000 tested, 0.007% active. displacement, % at 20 µM, or IC50 in µM where a hit was titrated; in the data active means displacement above about 50%; further: a part of the inactive calls stands beside numbers as strong as those of hits
Siah-1 displacement = blockers of Siah-1 interaction with plectin peptide – biochemical, fluorescence polarization, rhodamine-plectin, uHTS, primary screen (AID 1817); Siah-1 / rhodamine-plectin peptide fluorescence polarization; higher % means a stronger effect; 290,000 tested, 0.02% active; one-dose displacement, % at 20 µM; IC50 in µM for titrated hits;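 active means displacement of at least 50% at 20 µM, with a fluorescence ratio check between 0.3 and a set limit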;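 further: plate controls were Siah plus tracer with DMSO for no effect and tracer alone without Siah for full effect; strong numbers were not always called active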
M1AAP inhibition = P. falciparum M1AAP inhibitors, biochemical, fluorogenic H-Leu-NHMec substrate, 1536-well (AID 1445); 220,000 tested, 0.42% active; recombinant M1AAP, H-Leu-NHMec fluorogenic kinetic assay; higher % means a stronger effect; inhibition, % at 30 µM, or IC50 in µM where a hit was titrated;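 active means primary inhibition above the hit cutoff, then over 50% inhibition at one or more dose response concentrations, cut at about 23% in these data, passing the limit was not always enough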;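 further: plate controls were DMSO full reaction for no effect and no enzyme background for full effect; strong numbers were not always called active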
P. falciparum M17LAP = P. falciparum M17LAP inhibitors, primary screen, biochemical, fluorogenic H-Leu-NHMec substrate, 1536-well (AID 1619); recombinant M17LAP, H-Leu-NHMec fluorogenic kinetic assay; higher % means a stronger effect; inhibition, % at 30 µM, or IC50 in µM where a hit was titrated; 220,000 tested, 0.38% active;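 active means compound inhibiting the enzyme by more than half at any dose during confirmatory dose-response retesting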;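 further: plate controls were full reaction with DMSO carrier for no effect and no enzyme background for full effect; strong numbers were not always called active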
PMI inhibition = MPI inhibition at elevated mannose 6-phosphate – biochemical, fluorescence intensity, high mannose 6-phosphate, primary screen (AID 1220) | recombinant PMI enzyme, coupled fluorescence intensity; higher % means a stronger effect | inhibition, % at 20 µM, or IC50 in µM where a hit was titrated | 190,000 tested, 0.66% active; in the data active means inhibition above about 50%
Yfh1-depleted yeast = mitochondrial function rescue without frataxin homolog – Friedreich's ataxia, plus single-dose screen, dose response (AID 1465); S. cerevisiae Yfh1-off respiration, WST-1 reduction, 72 h; higher fold induction means a stronger effect; fold induction at 50 µM, or EC50 in µM where a hit was titrated; 220,000 tested, 0.074% active;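 active means fold induction of absorbance versus untreated yeast above a set limit, then at least 30% activation at any dose in follow-up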;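 further: activators that raise dye reduction in frataxin-depleted yeast; strong numbers were not always called active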
Starred values were filed as active, the others as inactive; i = inactive; . = no result given.

SMILES | West Nile antiviral | CSM14.1 death rescue | PhoP inhibition | XIAP antagonists | Siah-1 displacement | M1AAP inhibition | P. falciparum M17LAP | PMI inhibition | Yfh1-depleted yeast
C=CCNC(=O)/C(C#N)=C/c1ccc(C(=O)O)cc1 | -0.1% | 0.9% | 12% | -2.1% | 6% | 2% | -14% | -4% | i
CC1(C)CC(=O)C2=C(C1)N(c1ccc(F)cc1)C(=O)CC2c1ccsc1 (stereo unspecified) | -0.4% | 0.8% | -4% | -4.0% | 2% | 19% | -6% | -5% | i
CCOC(=O)C1=C(Cc2ccc(Cl)cc2)C(=O)c2ccccc2C1=O | 0.9% | -5.5% | -7% | -6.9% | -7% | 5% | 13% | -59% | i
CCOC(=O)/C(C#N)=N/Nc1ccc(S(=O)(=O)N2CCc3ccccc32)cc1 | -0.1% | -0.5% | 12% | -3.6% | 7% | 11% | 4% | -13% | i
COc1ccc(NC(=O)/C=C/c2ccccc2[N+](=O)[O-])c(OC)c1 | -0.4% | -1.8% | -1% | -1.3% | 3% | 2% | 7% | 12% | i
Cc1cc(C(=O)N2CCN(Cc3ccc4c(c3)OCO4)CC2)on1 | 0.2% | -1.1% | -3% | -1.4% | 20% | 7% | 16% | -8% | i
CCOC(=O)C1=C(O)C(=O)N(CCCn2ccnc2)C1c1ccc(OC)cc1 (stereo unspecified) | 0.9% | -2.6% | 3% | -11% | 0% | -3% | 18% | 19% | i
COCCn1ccc(O)c(Cc2ccccc2)c1=O | 0.2% | -2.7% | -2% | -15% | 16% | -1% | 4% | 5% | i
COc1ccc(NC(=O)Cn2cc(C#N)c3ccccc32)cc1 | -0.1% | 0.4% | 3% | -4.6% | 5% | 6% | -2% | 10% | i
CCC1SC(CC)C(=O)N(CC(=O)NCCc2ccccc2)C1=O (stereo unspecified) | 0.9% | -2.0% | 5% | -5.0% | 0% | 6% | 19% | -7% | i
CCS(=O)(=O)c1ccc2oc(=O)c(/C=C(\O)c3ccc(Cl)cc3)nc2c1 | 0.1% | -1.0% | 10% | -5.0% | 4% | 9% | 55% | 17% | i
NS(=O)(=O)c1cccc(NC(=O)c2cccs2)c1 | 0.1% | . | 4% | . | -1% | 6% | -2% | . | i
CC#CC(=O)N1CCC(CCc2ccccc2)(C(=O)OCC)CC1 | 1.1% | -0.1% | -9% | -1.6% | 5% | -2% | -4% | 3% | i
O=C(COc1ccc(N2C(=O)c3ccccc3C2=O)cc1)c1ccccc1 | 1.4% | -1.4% | 3% | -2.3% | -2% | 7% | -3% | -7% | i
O=C(O)c1cccc(CSc2nnc(Cc3ccccc3)o2)c1 | 1.1% | 3.5% | -1% | 3.6% | 2% | 6% | 26% | 2% | i
COc1ccc(OC)c(-n2nnnc2SCC(=O)O)c1 | 0.3% | -0.9% | -17% | -9.6% | 1% | -1% | 17% | 3% | i
Cc1ccc(S(=O)(=O)NCCC(=O)O)cc1 | 0.1% | -2.8% | -8% | -0.7% | 11% | 5% | -2% | 0% | i
Cc1cc(C)cc(N(CC(=O)NC(C)(C)C)C(=O)CNC(=O)c2cccs2)c1 | -1.1% | -1.7% | -3% | -8.4% | -5% | -2% | -19% | -7% | i
O=C(CC1CCCC1)NCCc1cn2ccccc2n1 | . | 0.3% | 8% | -2.7% | -6% | 3% | 4% | -5% | .
O=C1c2ccccc2-c2c1cccc2C(=O)N1CCCCC1 | 0.1% | 1.4% | 5% | -3.7% | -4% | 3% | -1% | -1% | i
Cc1cc(C)c(C(=O)CSc2n[nH]c(=O)n2C2CC2)cc1C | -0.5% | -0.2% | -5% | -3.3% | 1% | 2% | 1% | -2% | i
COC(=O)c1c(NC(=S)Nc2cc(OC)c(Cl)cc2OC)sc2c1CCCCC2 | -0.1% | -1.2% | -14% | -7.4% | -4% | 7% | 11% | 33% | i
Cc1cc(C)cc(N2C(=O)CSC2c2ccccn2)c1 (stereo unspecified) | 1.1% | -0.9% | -2% | 0.0% | 8% | 12% | -5% | -7% | i
O=C(Nc1nc(-c2ccncc2)cs1)C1COc2ccccc2O1 (stereo unspecified) | . | -1.5% | 4% | -5.7% | 6% | 1% | 2% | 12% | .
O=C(CSc1ccccn1)N/N=C/c1c[nH]c2ccccc12 | -0.2% | -0.3% | 3% | -5.6% | 15% | 2% | 10% | 7% | i
O=C(CSc1ccc2c(c1)OCCO2)NC(=O)NC1CCCC1 | -0.6% | -3.7% | -9% | -7.7% | 2% | -2% | 5% | 2% | i
O=C(NCc1ccco1)C1CCN(C(=O)c2cc3sccc3n2Cc2ccc(Cl)cc2)CC1 | 0.4% | 0.2% | -4% | -3.1% | 0% | 8% | 0% | 19% | i
Cc1ccccc1-n1nnnc1SCC(=O)c1c(N)n(C)c(=O)n(C)c1=O | 0.7% | . | -6% | . | 10% | 0% | 1% | . | i
Nc1nc(CN2CCN(c3ccccc3F)CC2)nc(Nc2ccc3c(c2)OCCO3)n1 | 0.3% | -0.8% | -1% | -0.5% | 0% | 5% | 6% | 1% | i
CC(/C=N/NC(=O)Cn1cnc2c1c(=O)n(C)c(=O)n2C)=C\c1ccccc1 | -0.2% | 3.2% | 4% | 0.7% | 9% | 1% | 12% | 5% | i

Structures above that have fluorine (two):
SMILES | West Nile antiviral | CSM14.1 death rescue | PhoP inhibition | XIAP antagonists | Siah-1 displacement | M1AAP inhibition | P. falciparum M17LAP | PMI inhibition | Yfh1-depleted yeast
CC1(C)CC(=O)C2=C(C1)N(c1ccc(F)cc1)C(=O)CC2c1ccsc1 (stereo unspecified) | -0.4% | 0.8% | -4% | -4.0% | 2% | 19% | -6% | -5% | i
Nc1nc(CN2CCN(c3ccccc3F)CC2)nc(Nc2ccc3c(c2)OCCO3)n1 | 0.3% | -0.8% | -1% | -0.5% | 0% | 5% | 6% | 1% | i

(further entries)
SMILES | West Nile antiviral | CSM14.1 death rescue | PhoP inhibition | XIAP antagonists | Siah-1 displacement | M1AAP inhibition | P. falciparum M17LAP | PMI inhibition | Yfh1-depleted yeast
CCOC(=O)c1ccc2c(c1)N(CC(=O)N1CCCCC1)C(=O)C(C)(C)O2 | 0.5% | -1.2% | 6% | 1.1% | -2% | -3% | -2% | 6% | i
c1ccc2c(c1)CC1(CCCC1)N=C2N1CCOCC1 | -0.2% | . | -10% | . | 8% | 0% | 2% | . | i
Fc1cccc(CSc2nnc3ccc(-c4ccncc4)nn23)c1 | -0.2% | -0.8% | -4% | -3.8% | 3% | 0% | 6% | -3% | i
COc1cccc2c1OC[C@@H](CO)[C@H]2N(C)C(=O)Nc1ccc(Cl)cc1Cl | . | -5.3% | -2% | 1.8% | 2% | 0% | -2% | -1% | .
CN(C(=O)CCc1nnc(CCCCc2ccccc2)o1)C1CCOCC1 | -0.2% | -0.2% | 3% | -3.5% | 14% | 0% | 11% | -5% | i
CN(CC(=O)O/N=C(\N)c1ccc([N+](=O)[O-])cc1)S(=O)(=O)c1ccc2ccccc2c1 | . | 0.1% | -3% | -2.9% | -2% | 2% | -8% | 14% | .
CC1(N(O)C=C2C=CC(=O)C=C2)CCCCC1=O (stereo unspecified) | -0.3% | . | -4% | . | -5% | 8% | 3% | . | i
Cc1cccc(C(=O)N[C@H](C(=O)Nc2cc(S(=O)(=O)N3CCCCC3)ccc2C)C(C)C)c1 | -1.0% | 3.2% | 6% | -5.9% | 2% | 17% | 16% | 11% | i
CCC(C)N(C(=O)c1csnn1)C(C(=O)NCc1ccc(F)cc1)c1ccco1 (stereo unspecified) | 0.1% | -0.8% | 8% | 2.3% | 0% | 2% | 7% | 6% | i
Cc1nn(C(C)C(=O)NCC2CCCO2)c(=O)c2cc3occc3n12 (stereo unspecified) | . | -1.1% | 4% | -7.3% | -2% | -1% | -5% | 6% | .
Cn1nccc1C(=O)Nc1ccc(Cl)cc1 | -0.5% | 1.8% | 3% | -12% | 0% | 6% | 18% | -6% | i
CSc1ccccc1NC(=O)Cn1ccsc1=N | -0.6% | -0.9% | -1% | -8.8% | 4% | 4% | 10% | -5% | i
S=C(NCc1ccccc1)N1CCCCC1 | -0.3% | -0.4% | 1% | -7.9% | 1% | 5% | 0% | -2% | i
CCCCNS(=O)(=O)c1ccc2nc(-c3cccnc3)cc(C(=O)NC3CC3)c2c1 | . | -1.7% | 0% | -10% | 2% | 5% | 3% | 9% | .
Cc1ccc(-n2cccc2/C=N/n2cnnc2)cc1Cl | -0.6% | -2.9% | 0% | -7.5% | 0% | 4% | 14% | 3% | i
C=CCOc1ccc(Br)cc1CNCCCN1CCOCC1 | 0.2% | -0.8% | 16% | -6.8% | -4% | 0% | -4% | -24% | i
N#C/C(=C\c1ccc(Cl)cc1)C(=O)Nc1cccnc1 | 0.4% | . | 1% | . | 10% | 1% | 4% | . | i
O=C(Nc1nnc(SCc2ccccc2Cl)s1)C1COc2ccccc2O1 (stereo unspecified) | -0.1% | -0.7% | 6% | -3.9% | -3% | 19% | 8% | 12% | i
COc1ccc(Br)cc1/C=N/NC(=O)c1cc(Br)ccc1O | -0.4% | -0.7% | -2% | -4.6% | 36% | 9% | 3% | -25% | i
Cc1ccc(-n2c3c(cc(C(=O)NCCCN4CCOCC4)c2=O)C(=O)CC(C)(C)C3)cc1 | -0.1% | -5.8% | . | -11% | 1% | . | . | 1% | i
CCN(CC)CCCNC(=S)Nc1ccc(Br)cc1 | 0.8% | 4.5% | -5% | -3.5% | -1% | 12% | -6% | . | i
O=C1c2ccccc2C(=O)C1C1=Nc2ccccc2NC(c2ccccc2)C1 (stereo unspecified) | 0.3% | 4.7% | 7% | -5.7% | 0% | 11% | -12% | . | i
CCc1nc2nc(C)cc(Nc3cccc(C(F)(F)F)c3)n2n1 | -0.2% | 1.6% | -5% | 2.1% | 7% | 3% | -2% | 8% | i
CC(C)COc1ccc(C/C(N)=N/n2cnnc2)cc1 | -2.0% | 0.8% | 4% | -5.1% | 3% | 2% | 21% | -1% | i
Cn1c(=O)c2cnc(-c3ccc(C(F)(F)F)cc3)nc2n(C)c1=O | 0.1% | . | -7% | . | 1% | 13% | 20% | . | i
COC(=O)Nc1ccc(S(=O)(=O)N(C)C)cc1 | 0.1% | 4.0% | 1% | -4.4% | 2% | 2% | -5% | 9% | i
COc1ccc(N/N=C2/CCCCC2=O)cc1 | -0.7% | -1.8% | 20% | -0.4% | 1% | 2% | 17% | -95% | i
CCCCCn1c2c(c(=N)c3ccccc31)CCC2 | 0.7% | . | 12% | . | 14% | 21% | 3% | . | i
O=C(CNC(=O)c1ccccc1F)N/N=C/c1cn[nH]c1-c1ccccc1 | -0.1% | -1.7% | -12% | -2.6% | -7% | 4% | 5% | 6% | i
O=C(Cc1cccs1)N1CCCC(c2nc3c(nnn3Cc3cccc(Cl)c3)c(=O)[nH]2)C1 (stereo unspecified) | 0.8% | -1.4% | -2% | 3.9% | 0% | 0% | -3% | -4% | i
CC(C)CNC(=O)c1ccc(Cl)c(N)c1 | -0.4% | -0.9% | -13% | -4.8% | -2% | 2% | 6% | 9% | i
COc1ccc(N2CCN(S(=O)(=O)c3cnc[nH]3)CC2)cc1 | -0.1% | . | -7% | . | -4% | 2% | 5% | . | i

High-throughput results (PubChem BioAssay)
